KLF5 inh – KLF5 expression inhibitors, primary screen, DLD-1 cells, luminescence; DLD-1 KLF5 promoter-luciferase reporter; inhibition, % at 5 µM; 0.23% of 290,000 active;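 active = inhibition above a per-plate limit of that plate's mean compound inhibition plus 3 SD, cut at about 60% in these data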;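 note: 0% = DMSO wells and 100% = LY294002 at 200 µM; higher means less KLF5 promoter-driven luciferase light; inactives centre near -14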
HSF-1 act – HSF-1 activators, primary screen, NIH3T3-HGL cells, MG132 stress, luminescence, single point. NIH3T3-HGL HSF-1 luciferase reporter, 8 h; 100% = twice DMSO control signal. activation, % at 9 µM. 1.7% of 300,000 active. AID 504408, 2011;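 active = mean replicate activation of at least 50% with a set share of replicates each reaching 50%; inconclusive = only one of those two conditions met; inactive = mean below 50% and too few replicates reaching it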;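 note: 0% = median of the neutral control wells and 100% = twice that signal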
IEC-6 cytotox – cytotoxicity in IEC-6 intestinal epithelial cells, primary screen, cytotoxicity control for KLF5 inhibitor project, cell-based, luminescence. IEC-6 cytotoxicity, luminescence viability. inhibition, % at 5 µM. 0.78% of 290,000 active. AID 1825, 2009; in the data active = inhibition above about 22%;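 note: 0% = plate median of test compound wells and 100% = cytotoxic reference compound wells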
HIF activator – HIF pathway transcriptional activators, primary screen, cell-based, U2OS HRE-luciferase, luminescence. activation, % at 7.5 µM (by protocol). U2OS HRE-luciferase reporter; normalized: DMSO 0%, desferrioxamine 100%. AID 1910, 2009. 0.32% of 300,000 active;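 active = mean activation of at least 10% of the iron chelator positive control signal, with at least half of replicates also reaching 10%; inconclusive = mean and replicate majority disagree about reaching 10%; inactive = mean and most replicates under 10%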
HSP90 refold inh – HSP90 inhibitors, primary screen, cell lysate, luminescence; Heat shock protein HSP 90 (rabbit reticulocyte lysate; luciferase refolding); Rabbit reticulocyte lysate, luciferase refolding luminescence, 3 h; inhibition, % at 5.6 µM; 0.91% of 290,000 active; AID 1789, 2009;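 active = inhibition above the screen-wide mean plus 3 SD, computed separately per campaign, cut at about 16% in these data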;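 note: 0% = DMSO wells and 100% = 60 µM geldanamycin wells; inhibitors lower the luminescence because luciferase stays unfolded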
aSyn UTR inh – MLPCN primary screen, SNCA 5' untranslated region. 0.82% of 300,000 active. inhibition, % (tested at 7.5 µM). AID 1813, 2009. alpha-synuclein 5'UTR reporter, inhibitor activity; in the data active = inhibition above about 60%; inconclusive = no clear call, values can overlap the other calls;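 note: H4 neuroglioblastoma cells stably carrying SNCA 5'UTR luciferase fusion; 0% = DMSO wells and 100% = positive control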
HSF1 inh – HSF1 inhibitors in luciferase reporter cells, primary screen, cell-based, NIH3T3, luminescence | activity change, negative = inhibition, % at 7.5 µM (by protocol) | 0.77% of 300,000 active | NIH3T3-HGL HSE-luciferase, MG132-induced, luminescence 8 h; stronger effect = lower value | AID 2098, 2009;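 active = more than half of replicate wells show activity change below -50%, luminescence cut by over half; inconclusive = some wells, but at most half, below -50%; inactive = no replicate well below -50%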;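 note: luciferase reports HSF-1 transcriptional activity via heat shock element; 0% = median of DMSO wells and -100% = zero luminescence signal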
AI-2 QS modul – Vibrio harveyi AI-2 quorum sensing modulators, primary screen, JMH597 strain, luminescence/OD600 ratio; activity change, % at 7.5 µM; AID 2094, 2009; 0.4% of 300,000 active; Vibrio harveyi JMH597 AI-2 luminescence/OD600 ratio, 9 h; stronger effect = lower value; strain lacks LuxN and CqsS sensors; 0 = neutral-control median; in the data active = activity change below about -75%, passing the limit was not always enough; inconclusive = no clear call, values can overlap the other calls;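 note: luminescence divided by OD600 gain over 9 h not by final OD600 alone; inactives centre near 13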
GSK3 alpha inh – blockers of GSK3A enzyme activity – biochemical, luminescence, cell-free homogeneous, HTS, primary screen | Glycogen synthase kinase-3 alpha (Homo sapiens), P49840 | GSK-3 alpha kinase, ADP-Glo luminescence, 60 min | inhibition, % at 10 µM | 0.1% of 320,000 active | AID 2650, 2010;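 in the data active = inhibition above about 50%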;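 note: GST-tagged GSK-3 alpha with peptide substrate and 25 µM ATP; 0% = DMSO neutral wells and 100% = GW8510 positive control wells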
Target sequence (P49840 whole entry, looked up): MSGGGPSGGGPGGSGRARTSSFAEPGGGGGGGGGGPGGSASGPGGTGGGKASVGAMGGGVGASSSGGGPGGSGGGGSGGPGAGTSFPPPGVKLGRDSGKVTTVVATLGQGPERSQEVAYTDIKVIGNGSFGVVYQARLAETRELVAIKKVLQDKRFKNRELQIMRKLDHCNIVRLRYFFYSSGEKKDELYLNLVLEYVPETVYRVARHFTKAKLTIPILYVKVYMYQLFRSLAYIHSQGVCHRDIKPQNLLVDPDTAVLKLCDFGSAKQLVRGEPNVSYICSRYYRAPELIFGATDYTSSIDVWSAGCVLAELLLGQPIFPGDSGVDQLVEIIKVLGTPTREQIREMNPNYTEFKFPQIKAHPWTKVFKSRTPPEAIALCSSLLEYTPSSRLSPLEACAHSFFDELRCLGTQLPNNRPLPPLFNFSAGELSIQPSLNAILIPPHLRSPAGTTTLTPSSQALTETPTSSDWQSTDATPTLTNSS
GSK3beta inhib – human GSK3beta kinase inhibitors, primary screen, biochemical, cell-free homogeneous, HTS | GST-GSK3beta kinase, ADP-Glo luminescence, 60 min; stronger effect = lower value | activity score (negative = inhibition), % at 10 µM | Glycogen synthase kinase-3 beta (Homo sapiens), P49841 | 0.038% of 300,000 active;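 active = more than half of replicate wells score below -50%, meaning over 50% inhibition versus plate controls; inconclusive = some replicates but at most half score below -50%; inactive = no replicate scores below -50%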;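 note: 0% = median DMSO wells and -100% = median GW8510 positive control wells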
Target sequence (P49841 whole entry, looked up): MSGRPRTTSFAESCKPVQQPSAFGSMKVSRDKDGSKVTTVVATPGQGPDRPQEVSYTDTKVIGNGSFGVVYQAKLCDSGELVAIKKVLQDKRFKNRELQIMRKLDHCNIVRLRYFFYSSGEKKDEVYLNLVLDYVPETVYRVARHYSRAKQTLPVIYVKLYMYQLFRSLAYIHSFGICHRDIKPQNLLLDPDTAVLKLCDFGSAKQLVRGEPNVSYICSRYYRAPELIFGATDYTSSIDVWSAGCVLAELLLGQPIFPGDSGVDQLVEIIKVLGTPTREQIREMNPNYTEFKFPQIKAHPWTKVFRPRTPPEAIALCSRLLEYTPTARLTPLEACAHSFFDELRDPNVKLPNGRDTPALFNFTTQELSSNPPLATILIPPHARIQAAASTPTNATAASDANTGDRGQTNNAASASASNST
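Test system – GST-tagged human GSK3beta kinase, cell-free · Incubation – 60 min enzyme reaction, room temperature · Signal – ADP-Glo luminescence · Also added – peptide substrate and ATP at 25 µM · Controls – DMSO neutral wells and GW8510 at 20 µM as positive · Buffer or medium – Tris/MgCl2 kinase buffer · Measure – Luminescence-derived activity versus plate DMSO and GW8510 wells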
The depositor's hits bear a star. Rows were taken by chance, and some 4.7% of all compounds hit somewhere here.

For CCN1CCN(C(=O)C2CCN(Cc3cc(Cl)ccc3O)CC2)CC1 the results were KLF5 inh -20.0, HSF-1 act 0.5, IEC-6 cytotox 0.2, HIF activator -0.1, HSP90 refold inh 3.2, aSyn UTR inh -11.4, HSF1 inh -5.7, AI-2 QS modul 20.3, GSK3 alpha inh 0.2 and GSK3beta inhib 3.6.
`CC1(C)CC(=O)c2cnc(NC(=O)Cc3ccc(Cl)cc3)nc2C1` gave KLF5 inh -0.5, HSF-1 act 8.6, IEC-6 cytotox 1.2, HIF activator 0.0, HSP90 refold inh -1.6, aSyn UTR inh 7.7, HSF1 inh -5.1, AI-2 QS modul 19.8, GSK3 alpha inh -2.1 and GSK3beta inhib -4.5.
`COCCNC(=O)c1ccccc1NC(=O)Cc1ccccc1` gave KLF5 inh -4.4, HSF-1 act -14.6, IEC-6 cytotox -0.3, HIF activator 0.2, HSP90 refold inh -0.5, aSyn UTR inh 13.7, HSF1 inh -6.8, AI-2 QS modul 12.0, GSK3 alpha inh 1.2 and GSK3beta inhib -1.2.
Screening O=C(CCCN1C(=O)/C(=C\c2cccs2)SC1=S)Nc1cccnc1 returned KLF5 inh -10.7, HSF-1 act -15.7, IEC-6 cytotox -3.7, HIF activator -0.5, HSP90 refold inh 0.1, aSyn UTR inh -36.5, HSF1 inh -2.9, AI-2 QS modul 15.3, GSK3 alpha inh 2.8 and GSK3beta inhib -3.3.
For COc1ccc(/C(N)=N/OC(=O)Oc2ccccc2)cc1OC the results were KLF5 inh 0.3, HSF-1 act 14.4, IEC-6 cytotox 1.2, HIF activator -0.6, HSP90 refold inh 2.9, aSyn UTR inh 4.6, HSF1 inh 0.1, AI-2 QS modul 8.3, GSK3 alpha inh -1.7 and GSK3beta inhib 1.1.
For O=C(CN1C2CCCC1CC(NC(=O)c1ccco1)C2)Nc1ccccc1C(F)(F)F (stereo unspecified) the results were KLF5 inh -2.3, HSF-1 act 12.8, IEC-6 cytotox -6.2, HIF activator 0.0, HSP90 refold inh 2.1, aSyn UTR inh -0.4, HSF1 inh -4.3, AI-2 QS modul 20.6, GSK3 alpha inh 1.2 and GSK3beta inhib -2.5.
`O=C(NCC1CCCCC1)c1cccnc1Cl` gave KLF5 inh -0.3, HSF-1 act 3.8, IEC-6 cytotox 0.2, HIF activator 0.2, HSP90 refold inh -0.2, aSyn UTR inh -4.6, HSF1 inh -3.3, AI-2 QS modul -6.1, GSK3 alpha inh -1.2 and GSK3beta inhib 3.1.
`Cc1ccc(NC(=O)Cn2nnc(C(=O)NCc3ccc(Cl)cc3)c2N)cc1F` gave KLF5 inh -16.3, HSF-1 act 25.2, IEC-6 cytotox -5.6, HIF activator 0.0, HSP90 refold inh -3.2, aSyn UTR inh -7.0, HSF1 inh -2.3, AI-2 QS modul 13.1, GSK3 alpha inh 1.8 and GSK3beta inhib 5.3.
`O=S(=O)(N1CCOCC1)N1CCN(c2ccc(F)cc2)CC1` gave KLF5 inh -12.8, HSF-1 act -2.2, IEC-6 cytotox -5.2, HIF activator -0.4, HSP90 refold inh 1.2, aSyn UTR inh 24.2, HSF1 inh -4.1, AI-2 QS modul 20.2, GSK3 alpha inh -2.3 and GSK3beta inhib -0.3.
Screening Cc1nnc(SCC(=O)N(C(C)C)C(C)C)nc1C returned KLF5 inh 13.9, HSF-1 act -0.1, IEC-6 cytotox 5.8, HIF activator -0.1, HSP90 refold inh 1.6, aSyn UTR inh 4.9, HSF1 inh -0.2, AI-2 QS modul 8.8, GSK3 alpha inh 28.3 and GSK3beta inhib 3.0.
`CCc1ccc(N(C(=O)c2snc(C(N)=O)c2N)C(C(=O)NC2CCCC2)c2ccncc2)cc1` (stereo unspecified) gave KLF5 inh 0.8, HSF-1 act -1.6, IEC-6 cytotox -0.5, HIF activator 3.3, HSP90 refold inh -0.5, aSyn UTR inh -17.5, HSF1 inh 11.2, AI-2 QS modul 13.4, GSK3 alpha inh 1.2 and GSK3beta inhib -0.4.
CCc1ccc(NC(=O)C(NS(=O)(=O)c2ccc3c(c2)CCN3C(C)=O)C(C)C)cc1 (stereo unspecified) was read as KLF5 inh -23.6, HSF-1 act 3.1, IEC-6 cytotox -3.7, HIF activator -0.2, HSP90 refold inh 2.8, aSyn UTR inh -15.5, HSF1 inh 3.2, AI-2 QS modul -2.7, GSK3 alpha inh -1.7 and GSK3beta inhib 23.0.
Screening CCC(C)[C@H]1CNC(=O)C(=O)N1CCCc1cc(OC)c(OC)c(OC)c1 (stereo partly specified) returned HSF-1 act -17.0, HIF activator -0.3, aSyn UTR inh -0.4, HSF1 inh -6.9, AI-2 QS modul 6.5, GSK3 alpha inh 1.0 and GSK3beta inhib -0.4.
For O=C(C[n+]1ccc2ccccc2c1)c1cccc2ccccc12 the results were KLF5 inh -14.7, HSF-1 act 2.8, IEC-6 cytotox -3.2, HIF activator 0.0, HSP90 refold inh 0.5, aSyn UTR inh -8.6, HSF1 inh 2.8, AI-2 QS modul 12.4, GSK3 alpha inh 1.7 and GSK3beta inhib 3.4.
For O=C(O)CCCNC(=O)CC1S/C(=N/N=C/c2ccccc2O)NC1=O (stereo unspecified) the results were KLF5 inh -1.7, HSF-1 act -15.6, IEC-6 cytotox 1.7, HIF activator 0.1, HSP90 refold inh -1.1, aSyn UTR inh -1.6, HSF1 inh 2.9, AI-2 QS modul 6.3, GSK3 alpha inh -2.1 and GSK3beta inhib 5.0.
O=C(COc1ccc(Br)cc1)Nc1ccc(C(=O)Nc2ccccc2C(=O)O)cc1 was read as KLF5 inh -21.1, HSF-1 act 0.0, IEC-6 cytotox -2.3, HIF activator -0.2, HSP90 refold inh 0.3, aSyn UTR inh -3.7, HSF1 inh -4.3, AI-2 QS modul 25.2, GSK3 alpha inh 5.8 and GSK3beta inhib 1.7.
CCOc1cc(NC(=O)Nc2ccccc2)c(OCC)cc1NC(=O)CC was read as KLF5 inh -43.7, HSF-1 act 31.5, IEC-6 cytotox 3.6, HIF activator -19.8, HSP90 refold inh 10.0, aSyn UTR inh -9.2, HSF1 inh 7.0, AI-2 QS modul -2.6, GSK3 alpha inh 2.6 and GSK3beta inhib -1.5.
Cc1ccc(/C=C/C(=O)N2CC(=O)Nc3ccccc32)o1 was read as KLF5 inh -23.7, HSF-1 act 4.6, IEC-6 cytotox 3.1, HIF activator -0.5, HSP90 refold inh 3.9, aSyn UTR inh -9.6, HSF1 inh 10.6, AI-2 QS modul 18.4, GSK3 alpha inh 0.5 and GSK3beta inhib -1.8.
For Cc1sc2nc(CN(Cc3ccccc3)C(=O)NC3CCCCC3)[nH]c(=O)c2c1C the results were KLF5 inh 11.1, HSF-1 act 32.9, IEC-6 cytotox 0.2, HIF activator -0.5, HSP90 refold inh 2.0, aSyn UTR inh 10.9, HSF1 inh 9.0, AI-2 QS modul 23.9, GSK3 alpha inh -14.2 and GSK3beta inhib -0.1.
For O=C(NCc1ccccn1)Nc1ccccc1 the results were KLF5 inh -18.2, HSF-1 act 9.1, IEC-6 cytotox 0.4, HIF activator 1.0, HSP90 refold inh 0.7, aSyn UTR inh -46.7, HSF1 inh 6.2, AI-2 QS modul -1.0, GSK3 alpha inh 6.2 and GSK3beta inhib 0.7.
`O=C(c1ccncc1)N1N=C(C2CCCCC2)CC1(O)C(F)(F)F` (stereo unspecified) gave KLF5 inh -18.3, HSF-1 act -0.5, IEC-6 cytotox -3.8, HIF activator -0.1, HSP90 refold inh 0.4, aSyn UTR inh 3.6, HSF1 inh -7.7, AI-2 QS modul 18.6, GSK3 alpha inh 1.5 and GSK3beta inhib -2.4.
CCOC(=O)c1cc(CC)sc1NC(=O)Cc1ccccc1 was read as KLF5 inh -26.9, HSF-1 act 14.5, IEC-6 cytotox -1.2, HIF activator 0.1, HSP90 refold inh -0.7, aSyn UTR inh 38.5, HSF1 inh 6.0, AI-2 QS modul 31.7, GSK3 alpha inh 2.8 and GSK3beta inhib -1.0.
For CC(=O)Nc1ccc(NC(=O)CSc2ccc([N+](=O)[O-])cn2)cc1 the results were KLF5 inh -12.9, HSF-1 act -4.6, IEC-6 cytotox 5.8, HIF activator 0.1, HSP90 refold inh -2.8, aSyn UTR inh -0.3, HSF1 inh 3.8, AI-2 QS modul 15.9, GSK3 alpha inh -0.7 and GSK3beta inhib -1.0.
Screening Cc1ccc(N2CC(C(=O)NCc3cccs3)CC2=O)cc1C (stereo unspecified) returned KLF5 inh -11.0, HSF-1 act -6.9, IEC-6 cytotox -6.7, HIF activator 0.2, HSP90 refold inh 0.2, aSyn UTR inh 1.8, HSF1 inh -7.3, AI-2 QS modul 2.5, GSK3 alpha inh 0.6 and GSK3beta inhib -1.7.
`CCn1c(SCc2nc3ccccc3[nH]2)nnc1-c1ccc(OC)cc1` gave KLF5 inh -19.3, HSF-1 act 7.7, IEC-6 cytotox 6.9, HIF activator -0.1, HSP90 refold inh 12.2, aSyn UTR inh -4.0, HSF1 inh 6.8, AI-2 QS modul 18.5, GSK3 alpha inh -0.4 and GSK3beta inhib 4.4.
Screening Cc1ccc2nc(N(CCN(C)C)C(=O)c3cc(Cl)sc3Cl)sc2c1 returned KLF5 inh 7.7, HSF-1 act 5.4, IEC-6 cytotox 3.8, HIF activator 1.3, HSP90 refold inh 4.1, aSyn UTR inh -133.5, HSF1 inh 19.5, AI-2 QS modul 15.2, GSK3 alpha inh 1.0 and GSK3beta inhib 0.0.
Screening C=Cc1ncc(OC)c2c1[nH]c1ccccc12 returned HSF-1 act inconclusive, HIF activator -0.1, aSyn UTR inh 49.7, HSF1 inh 34.2, AI-2 QS modul 22.6, GSK3 alpha inh 3.0 and GSK3beta inhib 3.9.
For COc1ccccc1-c1cc(C(=O)Nc2ccccc2SC)no1 the results were KLF5 inh 2.7, HSF-1 act 24.7, IEC-6 cytotox 4.1, HIF activator 0.7, HSP90 refold inh -3.0, aSyn UTR inh -95.5, HSF1 inh -0.1, AI-2 QS modul 17.9 and GSK3beta inhib -23.2.
Screening O=C(COc1ccc(S(=O)(=O)N2CCOCC2)cc1)NCCc1ccccc1 returned HSF-1 act 0.9, HIF activator 0.1, aSyn UTR inh -9.2, HSF1 inh 1.3, AI-2 QS modul 9.8, GSK3 alpha inh -3.2 and GSK3beta inhib 1.1.

Screening data deposited in PubChem BioAssay by several laboratories.
